Source: PubChem BioAssay (several laboratories)
MEP2-GFP yeast = modulators of TOR pathway MEP2-GFP in S. cerevisiae. GFP response vs DMSO, % at 10 µM. S. cerevisiae MEP2-GFP strain, flow cytometry GFP, 3 h; 100% = DMSO control level. AID 2016. 330,000 tested, 0.51% active;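 active = GFP response versus DMSO above a set limit, roughly screen mean plus 3 SD, cut at about 180% in these data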;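 note: median GFP fluorescence of the barcode-gated MEP2-GFP cells per well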
AHR act = activates the human aryl hydrocarbon receptor; P35869; AHR-responsive luciferase reporter cells, luminescence; activation, % at 5 µM; 320,000 tested, 2.5% active; AID 2796; in the data active = activation above about 47%;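 note: 0% = vehicle wells and 100% = reference agonist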
Target sequence (P35869 whole entry, looked up): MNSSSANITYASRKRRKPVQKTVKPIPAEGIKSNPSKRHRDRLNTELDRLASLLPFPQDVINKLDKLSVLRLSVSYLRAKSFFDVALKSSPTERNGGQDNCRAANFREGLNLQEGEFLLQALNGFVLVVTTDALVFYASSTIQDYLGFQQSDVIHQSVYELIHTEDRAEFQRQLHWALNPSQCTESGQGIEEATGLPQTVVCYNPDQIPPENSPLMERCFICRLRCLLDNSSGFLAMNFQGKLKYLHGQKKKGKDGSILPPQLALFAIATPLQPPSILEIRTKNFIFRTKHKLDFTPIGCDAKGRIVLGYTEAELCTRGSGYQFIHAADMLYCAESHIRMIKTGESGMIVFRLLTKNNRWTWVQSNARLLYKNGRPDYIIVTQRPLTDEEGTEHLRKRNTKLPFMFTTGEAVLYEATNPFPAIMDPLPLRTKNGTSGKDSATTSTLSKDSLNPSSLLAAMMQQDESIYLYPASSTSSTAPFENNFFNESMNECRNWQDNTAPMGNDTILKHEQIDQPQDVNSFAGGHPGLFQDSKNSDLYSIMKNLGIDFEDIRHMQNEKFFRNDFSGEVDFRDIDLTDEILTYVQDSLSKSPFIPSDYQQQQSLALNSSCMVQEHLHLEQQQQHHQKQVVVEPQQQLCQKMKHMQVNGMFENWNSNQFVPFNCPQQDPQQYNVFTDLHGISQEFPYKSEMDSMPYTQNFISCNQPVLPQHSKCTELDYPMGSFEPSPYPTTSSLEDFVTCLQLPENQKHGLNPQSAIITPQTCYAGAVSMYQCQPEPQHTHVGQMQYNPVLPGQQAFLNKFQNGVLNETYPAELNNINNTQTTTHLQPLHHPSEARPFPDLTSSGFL
RPL19A TOR yeast = modulators of TOR pathway RPL19A-GFP in S. cerevisiae | 330,000 tested, 0.3% active | percent response vs DMSO, % at 10 µM | S. cerevisiae RPL19A-GFP strain, flow cytometry, 3 h; active compounds read low | AID 2025;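 active = percent response vs DMSO below 50%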;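 note: median channel GFP fluorescence of the barcoded RPL19A-GFP strain; ratio of sample median GFP to plate DMSO average so 100% = DMSO; lower means less RPL19A-GFP as with rapamycin TOR inhibition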
AGP1 TOR yeast = modulators of TOR pathway AGP1-GFP in S. cerevisiae; S. cerevisiae AGP1-GFP multiplex flow cytometry, 3 h; GFP as percent of DMSO wells; GFP response vs DMSO, % at 10 µM; 320,000 tested, 0.02% active; AID 2066;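 active = GFP response relative to DMSO above a set limit, near screen average plus 3 SD, cut at about 150% in these data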;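 note: median GFP channel fluorescence of the gated AGP1 strain per well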
CR mimetic SO = lowers age-related superoxide in aged yeast cells; S. cerevisiae aged cells, superoxide DHE fluorescence; active compounds read low; superoxide response (% of plate mean), % at 10 µM; 330,000 tested, 0.18% active;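 active = superoxide response under a set limit, about three screen SD below normal, cut at about 65% in these data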;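 note: yeast aged for seven days with compound at 30 °C before DHE staining; 100% = average MFI of all compound-treated wells on the plate with controls excluded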
Efflux pump mplx = blocks antifungal efflux pumps in multiplex yeast assay; S. cerevisiae Candida pump triplex, Nile Red efflux; inhibition, % at 10 µM; 330,000 tested, 0.44% active; AID 485275;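 active = plate passing quality check with inhibition over a set limit, or well fluorescence over plate mean plus 4 SD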;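 note: Nile Red retained in pooled yeast measured as flow cytometry median fluorescence; 0% = buffer negative control and 100% = Enniatin B positive control; higher means more Nile Red kept so more efflux inhibition; some compounds called inactive have numbers as strong as hits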
LAP4 TOR yeast = alters LAP4-GFP fluorescence in TOR pathway yeast screen; 320,000 tested, 0.34% active; GFP response vs DMSO, % at 10 µM; AID 2023; S. cerevisiae LAP4-GFP multiplex, flow cytometry GFP, 3 h; median GFP as percent of DMSO wells;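 active = GFP response vs DMSO above a set limit, about the screen mean plus 3 SD, cut at about 150% in these data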
CIT2-GFP yeast = modulators of TOR pathway CIT2-GFP in S. cerevisiae | S. cerevisiae CIT2-GFP strain, flow cytometry, 3 h; 100 means same as DMSO wells | GFP response vs DMSO, % at 10 µM | 320,000 tested, 0.065% active;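 active = GFP response relative to DMSO above a set limit, near the screen mean plus 3 SD, cut at about 150% in these data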;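 note: ratio of well median GFP fluorescence to mean of DMSO wells on the plate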
* = called active by the depositor; . = no result given; [ ] = dose if it differs, or a comment.

1: COc1ccc(S(=O)(=O)NCC2CCC(C(=O)O)CC2)cc1 (stereo not drawn)
2: O=c1[nH]c(/C=C/c2ccc(Cl)cc2Cl)c([N+](=O)[O-])c(=O)[nH]1
3: O=C(CCc1ccc(S(=O)(=O)NC2CCCCC2)cc1)NCc1cccnc1
4: C/C(CC(=O)Nc1ccccn1)=N\NC(=O)c1cccc(C)c1
5: COc1ccc(C[C@@H]2CN3C(=NC[C@@H]3C)N2CCNC(=O)c2ccc(C)c(Br)c2)cc1
6: CCCCCC(=O)Nc1ccc(C2C(=O)c3ccccc3C2=O)cc1
7: Cc1ccc(C)c(C(=O)CN2C(=O)NC3(CCC(C)CC3)C2=O)c1 (stereo not drawn)
8: COc1cccc(C(c2c(C)[nH]n(-c3ccccc3)c2=O)c2c(C)[nH]n(-c3ccccc3)c2=O)c1OC
screen / no.	1	2	3	4	5	6	7	8
MEP2-GFP yeast	104	111	99	135	93	95	100	107
AHR act	-1	1	-1	13	2	3	3	17
RPL19A TOR yeast	103	105	96	96	102	105	101	103
AGP1 TOR yeast	100	97	97	94	91	90	101	100
CR mimetic SO	100	101	93	116	98	104	102	96
Efflux pump mplx	-0.1	0.0	-0.1	-0.1	-0.1	0.1	-0.2	0.1
LAP4 TOR yeast	90	96	98	109	136	90	97	101
CIT2-GFP yeast	114	95	93	94	105	102	108	104

9: COc1ccc(NC(=O)NC2(C(=O)N3CCN(C)CC3)CCCCC2)cc1
10: C/C(N)=C(/C#N)C(=O)CSc1nnc(-c2ccccc2Br)o1
11: CCOC(=O)c1ccc(NC(=S)N2CCSC2c2ccc(Br)cc2)cc1 (stereo not drawn)
12: CCC(=O)Nc1ccc(S(=O)(=O)N2CCc3ccccc3C2)cc1
13: O=C(NCc1cccc(C(F)(F)F)c1)c1cccc(S(=O)(=O)N2CCN(Cc3ccccc3)CC2)c1
14: COc1cccc(N2CCN(C(=S)Nc3ccccc3)CC2)c1
15: Nc1nc(CN2CCN(c3ccccc3F)CC2)nc(Nc2ccccc2)n1
16: CCCCC(CCC(=O)Nc1ccn(-c2ccccc2)n1)C(=O)O (stereo not drawn)
screen / no.	9	10	11	12	13	14	15	16
MEP2-GFP yeast	105	106	106	105	94	102	109	99
AHR act	2	5	0	3	7	7	2	1
RPL19A TOR yeast	105	.	102	100	98	99	100	98
AGP1 TOR yeast	109	109	98	106	97	91	106	101
CR mimetic SO	86	100	113	89	99	98	104	115
Efflux pump mplx	0.0	0.5	-0.3	0.0	0.1	0.1	-0.1	-0.1
LAP4 TOR yeast	100	105	105	103	93	96	110	108
CIT2-GFP yeast	104	103	89	97	98	88	100	97

17: O=C(Cc1cccc2ccccc12)NN1C(=O)/C(=C\c2cccnc2)SC1=S
18: CC(C)NC(=O)CCS(=O)(=O)c1ccc(Br)s1
19: CC(C)CNC(=O)C(=O)NCCCN1CCOCC1
20: O=C(CSc1nc(O)cc(=O)n1-c1ccccc1)NC1CCCCC1
21: COC(=O)N1CCN(c2ccc(C)c(C)c2)CC1
22: CCOC(=O)C1CCCCN1Cc1ccc(F)c(Br)c1 (stereo not drawn)
23: O=c1c2ccccc2ncn1-c1cccc([N+](=O)[O-])c1
24: CCC(Oc1ccccc1OC)C(=O)Nc1ccc2c(c1)OCO2 (stereo not drawn)
screen / no.	17	18	19	20	21	22	23	24
MEP2-GFP yeast	105	104	106	105	100	98	98	105
AHR act	-1	3	1	21	-5	5	0	115*
RPL19A TOR yeast	100	103	100	101	97	99	101	99
AGP1 TOR yeast	105	102	106	107	104	98	110	97
CR mimetic SO	100	94	92	100	108	110	115	104
Efflux pump mplx	-0.1	-0.1	0.0	0.1	0.1	0.1	0.2	0.1
LAP4 TOR yeast	100	106	107	104	98	100	110	101
CIT2-GFP yeast	105	102	97	109	98	88	96	119

25: COC(=O)c1n[nH]n(-c2cc(Cl)cc(Cl)c2)c1=O
26: O=C(O)c1cccc(S(=O)(=O)Nc2ccc3c(c2)CCC3)c1
27: CCCCn1nc(C(=O)N[C@@H](CCSC)c2nc3ccccc3[nH]2)c2ccccc2c1=O
28: CN1CCN(c2ccc(S(=O)(=O)N3CCOCC3)cc2NC(=O)COc2ccc(F)cc2Cl)CC1
29: Cc1cc(C)c(S(=O)(=O)c2ccccc2)c(N(C)C)n1
30: Cn1ncc2c(Nc3ccccc3Cl)nc(Cl)nc21
31: Cc1cccnc1Oc1ncccc1N
32: COC(=O)C(Cc1ccc(OC(=O)c2ccc(Cl)cc2)cc1)N1Cc2ccccc2C1=O (stereo not drawn)
screen / no.	25	26	27	28	29	30	31	32
MEP2-GFP yeast	105	109	101	99[may fluoresce green]	97	104	98	94
AHR act	-2	.	4	5	1	14	1	6
RPL19A TOR yeast	103	113	99	99[may fluoresce green]	98	90	95	94
AGP1 TOR yeast	120	105	103	102[may fluoresce green]	102	97	104	55
CR mimetic SO	98	103	103	86	109	88	102	102
Efflux pump mplx	0.0	0.1	-0.1	-0.3	0.0	-0.1	0.1	0.3
LAP4 TOR yeast	132	97	99	100[may fluoresce green]	104	.	105	100
CIT2-GFP yeast	106	102	102	101[may fluoresce green]	100	95	96	90

In another format: entries from further up.
No.	Compound	MEP2-GFP yeast	AHR act	RPL19A TOR yeast	AGP1 TOR yeast	CR mimetic SO	Efflux pump mplx	LAP4 TOR yeast	CIT2-GFP yeast
1	COc1ccc(S(=O)(=O)NCC2CCC(C(=O)O)CC2)cc1 (stereo not drawn)	104	-1	103	100	100	-0.1	90	114
2	O=c1[nH]c(/C=C/c2ccc(Cl)cc2Cl)c([N+](=O)[O-])c(=O)[nH]1	111	1	105	97	101	0.0	96	95
3	O=C(CCc1ccc(S(=O)(=O)NC2CCCCC2)cc1)NCc1cccnc1	99	-1	96	97	93	-0.1	98	93
4	C/C(CC(=O)Nc1ccccn1)=N\NC(=O)c1cccc(C)c1	135	13	96	94	116	-0.1	109	94
5	COc1ccc(C[C@@H]2CN3C(=NC[C@@H]3C)N2CCNC(=O)c2ccc(C)c(Br)c2)cc1	93	2	102	91	98	-0.1	136	105
6	CCCCCC(=O)Nc1ccc(C2C(=O)c3ccccc3C2=O)cc1	95	3	105	90	104	0.1	90	102
7	Cc1ccc(C)c(C(=O)CN2C(=O)NC3(CCC(C)CC3)C2=O)c1 (stereo not drawn)	100	3	101	101	102	-0.2	97	108

The listing continues:
33: Cc1cc(Cl)c(S(=O)(=O)Nc2ccon2)cc1OCC(=O)NC1CCCCC1
34: COC(=O)CSc1nc(COc2ccccc2)nc2ccccc12
35: COc1ccc(NC(=O)CCOc2ccccc2)c(OC)c1
36: CCCCCn1c(SCCC(C)C)nc2c1c(=O)[nH]c(=O)n2C
37: CCOC(=O)/C(=C\c1ccc(Cl)cc1)c1nc2sc(C)c(C)c2c(=O)[nH]1
38: COc1ccc(N(C)S(=O)(=O)c2ccc3c(c2)CC(C)N3C(=O)C2CC2)c(OC)c1 (stereo not drawn)
39: O=C1N=C(N2CCN(Cc3ccccc3)CC2)S/C1=C/c1cccs1
40: CCOCCCNc1nc2c(C)cccn2c(=O)c1/C=C1\SC(=S)N(C(C)CC)C1=O (stereo not drawn)
screen / no.	33	34	35	36	37	38	39	40
MEP2-GFP yeast	96	100	103	104	89	100	102	125
AHR act	2	-4	3	-2	0	5	5	-3
RPL19A TOR yeast	100	97	103	103	96	101	99	105
AGP1 TOR yeast	105	90	108	107	80	103	97	107
CR mimetic SO	109	122	89	114	103	119	110	107
Efflux pump mplx	-0.1	0.0	-0.1	0.4	0.8	0.0	0.3	0.0
LAP4 TOR yeast	103	101	99	103	102	104	93	118
CIT2-GFP yeast	94	94	106	101	79	106	89	111

41: O=C(COC(=O)c1ccccc1)Nc1ccc(Cl)cn1
42: COc1ccc(CCNc2oc(-c3ccco3)nc2C#N)cc1
43: O=C1C2C3C=CC(CC3)C2C(=O)N1c1cccc(C(F)(F)F)c1 (stereo not drawn)
44: CC1CC(C)CN(S(=O)(=O)c2cc3c4c(c2)CCC(=O)N4CCC3)C1 (stereo not drawn)
45: Cn1c2ccc(F)cc2c2ncn(CCN3CCOCC3)c(=O)c21
46: Cc1ccc2nc(SCC(=O)NCc3ccccc3Cl)nc(=O)n2c1
47: O=C(CN1C(=O)NC2(CCCCC2)C1=O)Nc1ccc2c(c1)CCC2
48: CCOC(=O)Cc1csc(NC(=S)NC(=O)c2ccc(C)cc2)n1
screen / no.	41	42	43	44	45	46	47	48
MEP2-GFP yeast	87	97	105	96	103	102	107	100
AHR act	1	-13	0	-3	40	-4	9	-18
RPL19A TOR yeast	96	93	100	100	102	95	101	104
AGP1 TOR yeast	95	88	101	110	104	109	100	102
CR mimetic SO	105	110	96	99	96	106	86	113
Efflux pump mplx	0.0	-0.1	0.0	0.1	-0.1	-0.1	0.2	-0.1
LAP4 TOR yeast	91	108	103	108	93	111	100	99
CIT2-GFP yeast	94	84	96	88	108	102	99	101

49: Cc1nc(SC2C=CS(=O)(=O)C2)n[nH]1 (stereo not drawn)
50: Cn1c2c(c(=O)n(C)c1=O)C(CC(=O)Nc1ccccc1F)C(=O)N2 (stereo not drawn)
51: CCCn1c(N)c(N(CCOC)C(=O)CCC2CCCCC2)c(=O)[nH]c1=O
52: CCOC(=O)N1CCN(C(=O)c2cn(CC)c3ccc(S(=O)(=O)N4CCC(C)CC4)cc3c2=O)CC1
53: CCc1ccccc1NC(=O)c1cc(C)no1
54: Cn1c(=O)c2c(nc(NC3CCCCC3)n2Cc2ccccc2)n(C)c1=O
55: CSCCC1C(=O)OC2(C)CC(C)(C)NC(=S)N12 (stereo not drawn)
56: CCOc1ccccc1NC(=O)Cn1nnc(C(=O)NCc2ccc3c(c2)OCO3)c1N
screen / no.	49	50	51	52	53	54	55	56
MEP2-GFP yeast	99	91	96	93	101	95	98	97
AHR act	0	1	-1	-1	0	1	1	18
RPL19A TOR yeast	97	93	89	100	102	102	100	102
AGP1 TOR yeast	102	107	93	96	101	103	99	102
CR mimetic SO	93	107	108	83	77	95	108	121
Efflux pump mplx	-5.7	-0.1	0.3	-0.1	-0.2	0.1	0.0	0.2
LAP4 TOR yeast	96	102	90	88	93	102	97	96
CIT2-GFP yeast	105	101	90	99	115	87	105	104

57: CC(NC(=O)c1ccccc1Br)c1nnc(SCC(=O)NC2CCCCC2)n1C (stereo not drawn)
58: CCOC(=O)C1CCN(C(=O)COC(=O)CNC(=O)c2sc3ccccc3c2Cl)CC1
59: CN(/N=C/c1ccc([N+](=O)[O-])o1)c1ccccc1
60: CCOC(=O)Nc1c(C(=O)OC)[nH]c2cc(OC)ccc12
61: Cc1ccc(NC(=O)CN2C(=O)NC(C)(C3CC3)C2=O)c([N+](=O)[O-])c1 (stereo not drawn)
62: CCS(=O)(=O)C1=NSC2=NC(=O)/C(=C\c3ccc(OS(=O)(=O)c4ccccc4)cc3)C(=N)N21
63: Cc1ccc(/C=C/C(=O)N2CCN(S(=O)(=O)c3c(C)c(C)cc(C)c3C)CC2)o1
64: COc1ccc(C(c2c(O)cc(C)oc2=O)c2c(O)cc(C)oc2=O)cc1
screen / no.	57	58	59	60	61	62	63	64
MEP2-GFP yeast	103	89	100	98	93	99	91	103
AHR act	1	1	-6	8	8	2	3	-4
RPL19A TOR yeast	101	89	101	96	95	99	104	98
AGP1 TOR yeast	98	88	88	92	92	99	87	102
CR mimetic SO	109	131	120	92	137	95	84	115
Efflux pump mplx	0.1	0.2	0.3	-0.1	0.0	0.2	0.3	0.0
LAP4 TOR yeast	96	92	97	95	93	89	130	114
CIT2-GFP yeast	98	84	98	98	89	101	88	104
